Compound activity from PubChem BioAssay.
Phagocyt inh: inhibitors of macrophage phagocytosis, primary screen, imaging, J774A.1 cells, IgG beads. 110,000 compounds, 0.07% hits. inhibition, % at 5 µM. J774A.1 macrophage IgG-bead phagocytosis;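 active = inhibition above the mean of the plate negative controls plus 5 SD, cut at about 13% in these data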;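 also: phagocytic index as fraction of beads internalized from green versus red external bead signal; plate controls were DMSO negative control for no effect and cytochalasin-D positive control for full effect; some results beyond the cut were filed as inactive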
Yeast lifespan up: compounds extending yeast replicative lifespan, primary screen, S. cerevisiae, OD615; S. cerevisiae growth with nicotinamide; deaD strain in restrictive glucose medium; inhibition of the nicotinamide effect, % at 10 µM; AID 775, 2007; 130,000 compounds, 0.68% hits;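 active = inhibition above a set limit, placed 3 SD over the median of all compounds, cut at about 26% in these data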;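 also: 0% = nicotinamide-treated wells and 100% = cells grown without nicotinamide; some compounds called inactive have numbers as strong as hits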
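assay system = DeaD-strain S. cerevisiae | measured by = absorbance at 615 nm | probe or stimulus = nicotinamide 1.5 mM | buffer or medium = CSMM-D glucose medium, restrictive | times = 48 h at 30 °C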
MRP-1 activ: H69AR viability gain despite doxorubicin, primary screen, MRP-1 activator project, H69AR cells, CellTiter-Glo. viability increase, % at 10 µM. AID 799, 2007. viability rescue. 140,000 compounds, 0.61% hits;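 active = viability gain under doxorubicin at or above a set limit, the compound median plus 3 SD, cut at about 4.7% in these data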;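 also: MRP-1 overexpressing cells given doxorubicin 25 µM after compound pretreatment; 18-22 h compound pretreatment then 72 h with doxorubicin before readout; 0% = doxorubicin-only wells and 100% = vehicle-treated cells without doxorubicin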
Measles CPE: compounds protecting cells from measles virus cytopathic effect, primary screen, measles RdRp inhibitor project, single point, MLSMR library, absorbance. Measles virus-infected cells, CPE protection. protection (pct of control), % at 4 µM. 140,000 compounds, 1.5% hits; in the data active = protection mostly above about 24%, no sharp cut-off; inactive = mostly below about 26%; also: some compounds called inactive have numbers as strong as hits
HCT116 PTEN-null: growth suppression of PTEN-null HCT116, primary screen, cell-based, CellTiter-Glo; HCT116 PTEN-null viability, 60 h; stronger effect = lower value; viability, % at 10 µM; 140,000 compounds, 1.2% hits; AID 827, 2007;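 active = viability at or below a set limit, 4 SD under the median of all tested compounds, cut at about 3.7% in these data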;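 also: PTEN knockout HCT116 line with beta catenin targeted HCT116 as companion control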
E-sel TNF inh: E-selectin induction blockers in HUVEC – imaging, immunofluorescence, high content, primary screen | 120,000 compounds, 0.71% hits | AID 1246, 2008 | inhibition, % at 2 µM | HUVEC TNFa-induced E-selectin immunofluorescence;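 active = inhibition above the batch mean plus 3 SD, and confirmed as a hit on visual image review, cut at about 43% in these data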;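 also: 0% = TNF-stimulated DMSO wells and 100% = unstimulated control wells; not every result past the cut was called active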
Yeast growth inh: growth inhibitors of yeast BB579 in restrictive medium, primary screen, yeast lifespan-shortening project, S. cerevisiae; OD615, 48 h; inhibition, % at 10 µM; 140,000 compounds, 0.51% hits; AID 804, 2007;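 active = inhibition above a set limit, 3 SD over the mean compound inhibition, cut at about 44% in these data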; also: inactives centre near -24
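System: DeaD yeast strain BB579; buffer or medium: CSMM-D dextrose restrictive medium; technique: OD at 615 nm; schedule: 4 h cell preincubation, 48 h compound exposure, 30 °C humidified; doses: single 10 µM dose; controls: amphotericin B 10 µg/mL, positive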
NPY-Y2 antag: NPY-Y2 receptor antagonists, primary screen, cell-based. 140,000 compounds, 0.99% hits. NPY-Y2 expressing cells, antagonist mode. AID 793, 2007. Neuropeptide Y receptor type 2 (Homo sapiens), P49146. inhibition, % at 2.7 µM; in the data active = inhibition above about 17%;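 also: 0% = vehicle with agonist challenge and 100% = reference antagonist with challenge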
Target sequence (P49146 whole entry, looked up): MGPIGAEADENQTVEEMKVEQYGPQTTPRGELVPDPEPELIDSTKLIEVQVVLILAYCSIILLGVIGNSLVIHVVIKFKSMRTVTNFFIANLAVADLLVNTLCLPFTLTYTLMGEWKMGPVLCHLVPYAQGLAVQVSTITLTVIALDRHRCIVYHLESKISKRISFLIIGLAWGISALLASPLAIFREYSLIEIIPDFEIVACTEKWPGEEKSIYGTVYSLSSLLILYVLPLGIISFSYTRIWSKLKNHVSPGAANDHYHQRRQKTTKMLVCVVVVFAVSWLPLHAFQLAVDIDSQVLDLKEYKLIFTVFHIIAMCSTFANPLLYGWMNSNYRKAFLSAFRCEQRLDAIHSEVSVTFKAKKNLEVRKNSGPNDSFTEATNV
bCat KO growth: primary screen for growth suppressors in beta-catenin knockout HCT116 cells (colon tumor, human) | HCT116 beta-catenin knockout viability, CellTiter-Glo, 60 h; stronger effect = lower value | viability, % at 10 µM | 140,000 compounds, 1.5% hits;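 active = viability at or under a set limit, the compound median less 4 SD, cut at about 6% in these data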;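 also: 0% = Hyamine 1622 control at 20 µM and 100% = untreated cell control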
GALR2 antag: GALR2 antagonists in receptor-expressing cells, primary screen; Galanin receptor type 2 (Homo sapiens), O43603; antagonist mode; inhibition, % at 4 µM; 140,000 compounds, 0.39% hits; in the data active = inhibition above about 27%;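 also: cells stimulated with galanin 1-16 at roughly its EC80; 0% = agonist challenge control and 100% = basal control without agonist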
Target sequence (O43603 whole entry, looked up): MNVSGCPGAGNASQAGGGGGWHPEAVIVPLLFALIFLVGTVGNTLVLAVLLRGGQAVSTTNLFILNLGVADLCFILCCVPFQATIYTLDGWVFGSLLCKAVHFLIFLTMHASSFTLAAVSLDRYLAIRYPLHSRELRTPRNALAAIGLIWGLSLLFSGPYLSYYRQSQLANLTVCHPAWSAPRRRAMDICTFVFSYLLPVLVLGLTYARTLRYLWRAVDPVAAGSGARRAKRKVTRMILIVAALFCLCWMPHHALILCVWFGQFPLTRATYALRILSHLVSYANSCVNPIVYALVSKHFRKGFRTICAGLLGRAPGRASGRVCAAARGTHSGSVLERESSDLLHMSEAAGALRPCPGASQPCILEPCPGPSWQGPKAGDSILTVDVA
The depositor's hits bear a star; / = not tested or not shown. No enrichment for hits, and some 6.4% of all compounds hit somewhere here.

A first look (2 entries):
Results follow in this order: Measles CPE	Yeast lifespan up	HCT116 PTEN-null	bCat KO growth	Phagocyt inh	GALR2 antag	E-sel TNF inh	Yeast growth inh	NPY-Y2 antag	MRP-1 activ
CN(C)C(=O)c1ccc(NC(=O)c2ccccc2Sc2ccccc2C#N)cc1
→ 4	2	96	92	/	18	/	-33	1	-0.8
COC(=O)c1cc(-c2c[nH]c3ccccc23)n[nH]1
→ 1	-8	91	95	1	10	-17	-58	0	-3.7

Main list, repeating the preview:
Results follow in this order: Measles CPE	Yeast lifespan up	HCT116 PTEN-null	bCat KO growth	Phagocyt inh	GALR2 antag	E-sel TNF inh	Yeast growth inh	NPY-Y2 antag	MRP-1 activ
CN(C)C(=O)c1ccc(NC(=O)c2ccccc2Sc2ccccc2C#N)cc1
→ 4	2	96	92	/	18	/	-33	1	-0.8
COC(=O)c1cc(-c2c[nH]c3ccccc23)n[nH]1
→ 1	-8	91	95	1	10	-17	-58	0	-3.7
CC1CCN(S(=O)(=O)c2ccc3[nH]cc(C(=O)NCCN4CCOCC4)c(=O)c3c2)CC1
→ 3	-5	90	91	-3	-12	14	-6	2	-4.0
CCn1cnc2c1c(=O)n(Cc1csc(-c3ccccc3)n1)c(=O)n2Cc1ccccc1
→ 3	-4	66	75	-1	-4	/	-49	3	-1.5
O=C(Cc1ncc(C(F)(F)F)cc1Cl)Nc1ccc(F)cc1
→ 5	-12	100	108	-1	15	-6	-9	4	-0.5
CCC1(C)OCC(Cn2c3ccccc3c3ccccc32)O1 (configuration not stated)
→ 9	/	92	77	/	-3	-11	-12	9	-5.0
O=C(NC(=S)Nc1ccc2c(c1)OCCO2)c1cccc(Br)c1
→ 12	-8	97	95	0	-11	20	7	7	-3.6
CCOC(=O)CCNC(=O)CNC(=O)OCc1ccccc1
→ 4	-1	98	98	0	7	/	20	0	0.5
CC(C)(C)C(=O)NC1(C(F)(F)F)C(=O)Nc2c1c(=O)[nH]c(=O)n2Cc1ccco1 (configuration not stated)
→ 3	-5	102	96	-1	3	-28	-24	1	-3.3
CC1(C)Cc2cccc(OCC(O)CNCc3ccccn3)c2O1 (configuration not stated)
→ 6	-12	87	91	/	1	31	4	5	-3.7
N#CCSc1nc2ccc(N3CCOCC3)cc2c(=O)n1CCc1ccccc1
→ 9	-14	62	72	-2	-15	4	-47	5	-1.8
COc1cc(C2Nc3ccccc3C(=O)N2c2ccccc2OC)ccc1O (configuration not stated)
→ 18	-22	94	114	-1	-1	-14	-46	-1	0.5
COc1cc(Cn2c(N)c(C#N)c3nc4ccccc4nc32)cc(OC)c1
→ 14	-3	92	81	-2	-6	-20	-43	0	-3.2
Cc1cc(C)n(-c2nc3sc4c(c3c3nnc(SCC(N)=O)n23)CC(C)(C)OC4)n1
→ 15	-5	96	89	/	-7	14	-31	2	-3.4
COc1ccc(CCN2C(=O)CCC2(C)C(=O)NCc2cccnc2)cc1OC (configuration not stated)
→ 9	-9	98	99	9	-10	-20	-55	1	-1.4
CCOC(=O)C(C)N1C(=O)S/C(=C/c2cc(C)n(-c3ccccn3)c2C)C1=O (configuration not stated)
→ 21	-13	74	69	0	-10	9	-6	4	-0.1
COCCOC(=O)/C(=C/c1ccc(OC(=O)c2ccccc2)cc1)C(C)=O
→ 9	39*	87	90	-2	8	/	-44	2	3.0
CC(C)c1ccc(C(=O)CC2(O)C(=O)N(CN3CCOCC3)c3ccccc32)cc1 (configuration not stated)
→ 4	-20	67	67	0	14	6	-33	4	-1.1
CN(C)CCCN(CCCNC(=O)/C=N/O)Cc1ccccc1
→ 21	3	98	91	-12	-3	-24	-18	2	1.0
CC(C)(C)n1nnnc1C(c1cccnc1)N1CCN(C(=O)c2ccco2)CC1 (configuration not stated)
→ 15	-6	99	88	/	-7	-16	-32	2	-2.9
COC(=O)/C=C(\C)NC(=O)c1ccccc1Cl
→ 22	-18	105	100	0	-13	/	20	1	-1.2
Nc1ccc(N2CCN(c3cccc(Cl)c3)CC2)cc1
→ 6	-6	66	73	-2	0	/	-26	0	-1.7
O=C(Cn1nnc(-c2ccccc2F)n1)Nc1cccc2ncccc12
→ 24	-16	95	90	5	3	/	-5	-1	-3.4
Cc1csc2cc(-c3cccc([N+](=O)[O-])c3)c(-c3cccc([N+](=O)[O-])c3)c[n+]12
→ 9	4	99	90	-1	6	-15	-31	-1	-1.3
CCn1c(N)nc2c1c(=O)n(C)c(=O)n2C
→ 4	-4	86	93	-1	0	/	-27	-1	-1.6
COc1cccc(-n2nc(C(=O)Nc3ccc4c(c3)OCO4)c3ccccc3c2=O)c1
→ 14	-6	95	87	3	-6	9	-39	3	-1.4
CC1(C)CC(=O)C=C(NCCN2CCN(C(=O)Nc3ccc(Cl)cc3)CC2)C1
→ 5	-7	99	98	-1	3	0	10	4	-0.4
CCOC(=O)N1CCN(c2ccc([N+](=O)[O-])cc2)CC1
→ 5	-1	82	86	-2	1	2	-67	3	-0.8
CCOc1ccc(S(=O)(=O)N2Cc3ccccc3CC2C(=O)NCCCn2ccnc2)cc1 (configuration not stated)
→ 2	-4	106	90	0	-3	-23	-92	-2	-1.1
Cc1cc(C(F)(F)F)n2nc(-c3cnn(C)c3C(F)(F)F)c(Cl)c2n1
→ 6	-30	84	98	/	-3	9	-13	4	-5.0
CC1CCCC(C(=O)O)N1C(=O)CCSSCCC(=O)N1C(C)CCCC1C(=O)O (configuration not stated)
→ 2	-6	94	88	0	-5	-17	6	-1	0.4
C/C(=N\NC(=O)CNc1cccc(C(F)(F)F)c1)c1ccc(Br)cc1
→ 7	8	71	36	-10	-13	13	-31	5	-2.7
COc1cccc(-n2c(CCn3nc(C)c([N+](=O)[O-])c3C)n[nH]c2=S)c1
→ -1	2	88	98	-8	-2	/	-35	1	-1.6
Cc1ccc(C(=O)N/C(=C\c2ccccc2)C(=O)NCC2CCCO2)cc1 (configuration not stated)
→ 21	-1	93	91	-3	0	0	-11	0	-0.5
COc1ccc(OC)c(C(=O)CSc2nc3cccnc3n2C)c1
→ 2	-21	84	93	/	8	-55	12	-1	-0.3
COc1ccccc1NC(=O)C1=C(C)Nc2nnnn2C1c1cccc(Br)c1 (configuration not stated)
→ 3	-9	51	47	/	7	29	-24	-1	-2.6
COc1ccc(-c2nnc(SCC(=O)NCc3cccs3)n2CC(C)C)cc1
→ 2	0	93	96	1	1	-2	-13	6	-0.7
O=C(CN1CCN(Cc2ccc3c(c2)OCO3)CC1)c1c[nH]c2ccccc12
→ 5	-20	64	66	0	10	-3	-26	2	-4.8
COc1cccc(C(=O)N2N=C(c3ccccc3)CC2(O)C(F)(F)F)c1 (configuration not stated)
→ 6	6	97	94	-2	1	/	-72	1	-0.9
COc1ccc(CCNC(=O)c2ccc(-c3ccc([N+](=O)[O-])cc3)o2)cc1OC
→ 12	4	83	79	0	0	-55	-29	4	-0.8
CCC(=O)NC(=S)Nc1ccc(NC(=O)c2ccc([N+](=O)[O-])cc2)cc1
→ 4	-3	89	89	-3	-6	/	-22	0	-1.5
CCCOC(=O)c1ccc(-c2c(C)noc2-c2ccc(OC)cc2O)o1
→ 1	-14	88	81	1	7	-5	-70	-3	-1.5
Cc1ccc(NC(=O)CN2C(=O)C(C)Oc3ccccc32)nc1 (configuration not stated)
→ 25	-8	96	99	-1	-2	2	-48	1	-0.1
CCOC(=O)c1ccc(-c2ccc(/C=N/NC(=O)CN(c3ccccc3Cl)S(C)(=O)=O)o2)cc1
→ 18	0	25	43	/	12	/	-15	-1	-3.1
Cc1sc2nc(SCc3ccccc3)n(Cc3ccco3)c(=O)c2c1C
→ 9	-9	75	84	-2	2	-3	-42	3	-0.4

Single entries from the results shown:
`COc1ccccc1NC(=O)C1=C(C)Nc2nnnn2C1c1cccc(Br)c1` (configuration not stated) | NPY-Y2 antag: -1
`COc1cccc(C(=O)N2N=C(c3ccccc3)CC2(O)C(F)(F)F)c1` (configuration not stated) | Yeast growth inh: -72

Additional records follow:
Results follow in this order: Measles CPE	Yeast lifespan up	HCT116 PTEN-null	bCat KO growth	Phagocyt inh	GALR2 antag	E-sel TNF inh	Yeast growth inh	NPY-Y2 antag	MRP-1 activ
N#Cc1cn(-c2ccccc2)nc1-c1cc2ccccc2oc1=O
→ 6	-13	105	106	4	1	-5	-13	3	-0.1
O=C(Cc1ccccc1)NCC(=O)OCc1ccc([N+](=O)[O-])cc1
→ 4	-2	92	110	-7	-11	/	-2	1	-2.8
COC(=O)C1=C(C)NC(C)=C(C(=O)OC)C1c1ccc(-c2cccc(Cl)c2Cl)o1
→ 11	3	61	68	-8	0	/	-18	1	-3.2
CC1CCC(NC(=O)CN2CCC(n3nnc4cc(F)ccc43)CC2)CC1 (configuration not stated)
→ 8	3	79	79	-2	12	/	-1	2	-1.1
CCCCN(CCCC)CC(O)COc1ccccc1Br (configuration not stated)
→ 5	3	36	37	-2	-8	/	-9	26*	-2.9
Cc1cc(C)n2nc(S(=O)(=O)N(CC(C)C)CC(C)C)nc2n1
→ 3	-4	97	92	0	2	-15	-7	4	-0.5
O=C(CSc1nc2ccccc2o1)N1N=C(c2cccs2)CC1c1ccc(F)cc1 (configuration not stated)
→ 21	5	86	89	0	4	7	-20	1	-0.8
Cc1cccc(N=C2NC(=O)/C(=C\c3cccs3)S2)c1
→ 21	4	94	96	/	0	/	-3	4	-1.6
CC(=O)Nc1ccc(-c2nnc(SCc3c(C)cc(C)cc3C)n2C)cc1
→ 10	-3	86	92	/	-9	/	-3	4	-2.7
